Assay outcomes deposited in PubChem BioAssay by several laboratories.
core dimer inh = HCV core protein dimerization inhibition; TR-FRET GST/Flag-core106 dimerization, 1536-well; inhibition, % at 5 µM; hit rate 0.33% among 300,000;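 active = inhibition above the mean of all tested compounds plus 3 SD, set per screening campaign, cut at about 45% in these data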
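System: GST-tagged and Flag-tagged HCV core protein residues 1-106 / Input: core106 proteins, GST 13.5 nM and Flag 17 nM / Buffer or medium: KF-containing HEPES buffer, pH 7.45, DTT, CHAPS, BSA / Probe or stimulus: Eu-anti-GST and XL665-anti-Flag labelled anti-tag antibodies / Schedule: 4 h, 22.5 °C incubation / Technique: TR-FRET 671 and 617 nm emission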
proCasp3 act = activators of human procaspase-3; P42574; recombinant procaspase-3 D3A, Ac-DEVD-pNA absorbance 405 nm; activation, % at 8.5 µM; hit rate 0.11% among 330,000; AID 463141;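 active = activation above the mean of all tested compounds plus 3 SD, cut at about 21% in these data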;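 note: 0% = DMSO alone and 100% = DMSO wells spiked with extra 5 µM PC-3 D3A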
Target sequence (P42574 whole entry D9A/D28A/D175A): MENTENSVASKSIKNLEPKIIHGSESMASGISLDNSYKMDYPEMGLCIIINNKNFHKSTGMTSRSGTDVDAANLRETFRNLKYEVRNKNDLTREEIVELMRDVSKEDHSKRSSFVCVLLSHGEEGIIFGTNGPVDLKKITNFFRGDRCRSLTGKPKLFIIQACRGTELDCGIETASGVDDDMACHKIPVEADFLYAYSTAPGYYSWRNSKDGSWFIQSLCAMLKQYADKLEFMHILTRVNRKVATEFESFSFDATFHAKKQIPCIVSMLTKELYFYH
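Evaluation: percent activation relative to control range; Material: Procaspase-3 D3A mutant, all three cleavage aspartates alanine; Compound: single dose, 8.5 µM nominal compound, 0.8% DMSO; Replication: one well per compound; Signal: absorbance at 405 nm, 0 and 120 min; Schedule: 1 h preincubation plus 2 h reaction at 25 °C.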
TPT1 inhibitor = inhibitors of Candida albicans tRNA 2'-phosphotransferase TPT1; hit rate 0.81% among 300,000; inhibition, % at 5 µM; recombinant caTPT1, FP RNA substrate dephosphorylation;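 active = inhibition above the mean of all tested compounds plus 3 SD, set per screening campaign, cut at about 24% in these data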;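 note: plate controls were DMSO alone for no effect and ferristatin control at 100 nM for full effect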
PP1 counter = blocks human PP1-alpha phosphatase, a PP5 counter-screen; P62136; inhibition, % at 6.7 µM; purified PP1alpha, OMFP fluorescence; hit rate 0.9% among 320,000; AID 2235;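 active = inhibition above the mean inhibition of all tested compounds plus 3 SD, computed separately for each screening campaign, cut at about 15% in these data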
Target sequence (P62136 whole entry, looked up): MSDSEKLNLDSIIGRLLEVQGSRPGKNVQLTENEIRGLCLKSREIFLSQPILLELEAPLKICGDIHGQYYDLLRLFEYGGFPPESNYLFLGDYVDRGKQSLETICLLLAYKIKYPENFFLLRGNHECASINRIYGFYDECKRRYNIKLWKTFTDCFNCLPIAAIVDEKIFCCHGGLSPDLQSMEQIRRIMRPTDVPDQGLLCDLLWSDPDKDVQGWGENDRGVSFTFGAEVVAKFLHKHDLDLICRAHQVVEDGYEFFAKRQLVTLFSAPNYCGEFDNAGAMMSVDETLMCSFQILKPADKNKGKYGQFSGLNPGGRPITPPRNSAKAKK
Efflux pump mplx = antifungal efflux pump inhibition, Nile Red retention; S. cerevisiae Candida pump triplex; inhibition, % at 10 µM; hit rate 0.44% among 330,000; AID 485275;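 active = plate passing quality check with inhibition over a set limit, or well fluorescence over plate mean plus 4 SD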;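 note: Nile Red retained in pooled yeast measured as flow cytometry median fluorescence; 0% = buffer negative control and 100% = Enniatin B positive control; higher means more Nile Red kept so more efflux inhibition; some compounds called inactive have numbers as strong as hits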
Fh CTSL1 inh = counter-screen for PFM18AAP inhibitors: inhibitors of F. hepatica cathepsin L1; recombinant F. hepatica cathepsin L1, Z-Leu-Arg-MCA fluorescence; inhibition, % at 5.96 µM; hit rate 0.49% among 300,000; AID 1906;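 active = inhibition above the mean of all tested compounds plus 3 SD, set per screening campaign, cut at about 17% in these data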;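 note: 0% = plate median of test compound wells and 100% = 1 µM Z-Phe-Ala-diazomethylketone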
procasp7 counter = activates human procaspase-7, counter-screen for procaspase-3 activators; activation, % at 8.5 µM; recombinant procaspase-7, Ac-DEVD-pNA absorbance 405 nm; D23A/D198A/D206A triple mutant, cannot self-cleave; scale: DMSO 0, 5 µM enzyme 100; hit rate 0.093% among 330,000;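 active = percent activation above the screen-wide mean plus 3 SD, cut at about 25% in these data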
Target sequence (P55210 whole entry D23A/D198A/D206A): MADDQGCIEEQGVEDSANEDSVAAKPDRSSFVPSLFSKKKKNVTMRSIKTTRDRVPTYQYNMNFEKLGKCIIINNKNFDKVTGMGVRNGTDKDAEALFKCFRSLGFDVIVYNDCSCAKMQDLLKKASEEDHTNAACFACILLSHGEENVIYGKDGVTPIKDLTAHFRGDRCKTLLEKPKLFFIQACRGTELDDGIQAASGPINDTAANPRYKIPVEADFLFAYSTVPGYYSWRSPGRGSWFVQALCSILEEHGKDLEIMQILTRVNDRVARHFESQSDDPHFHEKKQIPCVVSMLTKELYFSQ
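System: Uncleavable procaspase-7 mutant enzyme; Amount: 2 µM procaspase-7 mutant as dispensed; Schedule: 1 h compound preincubation, 2 h substrate cleavage, 25 °C; Measured by: 405 nm absorbance of p-nitroaniline; Evaluation: percent activation from buffer-corrected 0–120 min absorbance change; Control set: low DMSO alone, high DMSO plus 5 µM PC-7.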
PP5 inh = PP5 (human) phosphatase inhibition. purified PP5c, OMFP substrate fluorescence. inhibition, % at 6.7 µM. hit rate 0.18% among 320,000. P53041;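 active = inhibition above the campaign's mean inhibition across all tested compounds plus 3 SD, cut at about 9.5% in these data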;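 note: 0% = DMSO only and 100% = 100 µM cantharidin control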
JMJD2C inh = inhibitors of human GASC-1 (JMJD2C) demethylase; GST-JMJD2C(1-420) H3K9me3 demethylation, DELFIA europium; inhibition, % at 2.35 µM; hit rate 0.069% among 330,000; AID 2099;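 active = more than half of a compound's replicate wells show inhibition beyond 50%, single wells judged on their own value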;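 note: signal counts dimethyl H3K9 product captured on neutravidin plate; 0% = median of DMSO wells and 100% = 0.3 times that DMSO median; strong numbers were not always called active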
* = called active by the depositor; x = not tested or not shown; & = joins results of further samples.

Fields – proCasp3 act | Efflux pump mplx | core dimer inh | procasp7 counter | PP1 counter | JMJD2C inh | TPT1 inhibitor | PP5 inh | Fh CTSL1 inh
Cc1ccc(N2C(=O)c3ccc(N)cc3C2=O)cc1
    6.5 | 0.1 | -0.7 | 6.0 | 5.1 | 1.5 | -3.0 | 4.7 | 0.4
COc1ccc(NC(=O)CN(C)S(=O)(=O)c2ccc3c(c2)CCC(=O)N3)c(OC)c1
    -10.8 | 0.1 | -6.6 | 3.5 | 0.1 | -4.2 | -4.0 | 0.1 | -3.6
Cc1c(Cl)cccc1NC(=S)NCc1ccc(Cl)cc1
    -8.2 | 0.0 | 5.4 | 5.0 | 0.5 | 4.8 | -5.5 | -0.4 | 0.7
CCOC(=O)c1ccc(N2C(=O)CC(N(Cc3ccc4c(c3)OCO4)C(=O)Nc3ccccc3)C2=O)cc1 (configuration not stated)
    2.9 | 0.0 | 0.1 | 5.6 | -1.1 | -6.7 | -3.6 | -0.5 | 0.1
COc1cc(NC(=O)CSc2cc(C)c3cc(C)cc(C)c3n2)c(C(=O)O)cc1OC
    3.8 | 0.0 | -2.2 | -0.1 | 0.7 | -22.8 | 0.1 | -1.7 | -1.0
COc1cccc(NC(=O)CN(C)C(=O)CNC(=O)c2ccc3ccccc3c2)c1
    -5.5 | 0.1 | 2.5 | 10.2 | -2.0 | 10.8 | -1.6 | 0.2 | 3.8
C=CCOc1ccccc1/C=N/O
    -3.4 | 0.1 | 4.3 | -3.7 | -3.5 | 12.2 | 0.5 | 0.9 | -1.6
CCOC(=O)N1CCC(NC(=O)c2sc(-n3cccc3)nc2C)CC1
    -10.7 | -0.1 | -3.1 | 3.0 | 1.8 | -23.1 | -6.7 | -1.5 | 2.7
COc1ccc2c(c1OC)C(=O)OC2Nc1ncc(Br)cc1Br (configuration not stated)
    1.1 | -0.2 | 0.8 | -4.6 | -0.5 | -9.1 | -1.1 | 2.6 | -2.0
CSc1ccc(CN2CCC(CO)(CCOc3ccccc3)CC2)cc1
    -0.8 | 0.0 | -3.5 | -1.4 | 4.9 | 3.5 | -1.5 | 1.5 | 1.2
COc1ccc(C2C3(C#N)C(N)=NC(OC)(OC)C23C#N)cc1 (configuration not stated)
    -2.3 | -0.1 | 2.3 | -6.3 | -1.1 | -4.5 | 0.5 | 3.0 | 1.2
COc1ccc(C(=O)C2CCCN(C(=O)/C=C/c3ccccn3)C2)c(C)c1 (configuration not stated)
    -3.8 | 0.0 | 5.0 | 6.2 | -2.5 | -6.2 | 0.0 | 2.6 | 2.2
COc1cc(OC)c(N2CC(C(=O)Nc3cc(Cl)ccc3N3CCOCC3)CC2=O)cc1Cl (configuration not stated)
    4.3 | 0.2 | x | 4.9 | -1.1 | x | x | 3.2 | x
COc1ccc(Cc2nc3ccc(S(=O)(=O)N4CCOCC4)cc3[nH]2)cc1
    3.4 | -0.2 | 0.8 | 13.1 | 6.7 | 5.7 | 1.3 | 1.9 | -2.6
COc1ccc(CN2CCN(C(=O)CCC(=O)Nc3nnc(C(F)(F)F)s3)CC2)cc1F
    6.5 | 0.0 | 0.9 | 3.6 | -0.8 | 0.4 | -1.2 | -0.6 | 0.3
COc1ccccc1C(=O)Nc1ccnn1C1CCN(Cc2cnn(C)c2)CC1
    2.3 | 0.1 | -17.5 | 1.7 | -4.5 | 8.6 | -2.1 | -0.7 | -1.6
COc1ccc(C(=O)n2cnc3ccccc32)cc1
    -0.6 | 0.0 | 4.8 | -2.5 | -1.2 | 4.7 | -0.4 | 2.6 | -5.8
Cc1cc(OC(=O)c2ccccc2C)c([N+](=O)[O-])c(=O)[nH]1
    6.1 | -0.6 | -8.3 | -13.9 | -1.0 | -2.3 | -2.3 | 0.9 | 3.0
Cc1ccc(-c2cn(-c3ccccc3)c3[n+]2CCCS3)cc1
    4.7&2.1 | -0.1&-0.1 | 1.5&-1.1 | 5.2&4.0 | -1.4&1.2 | 9.3&-2.0 | -0.4&0.8 | -0.4&0.9 | 1.9&1.9
O=S1(=O)CC2N=C(N(Cc3c(F)cccc3Cl)c3ccccc3F)SC2C1 (configuration not stated)
    -1.9 | -0.2 | -3.1 | 9.6 | -0.6 | -9.1 | -4.4 | -1.5 | 0.4
CC1CN(C(=S)Nc2ccc(Br)cc2Cl)CC(C)O1 (configuration not stated)
    -5.1 | 0.0 | -3.7 | 5.6 | -1.9 | -4.3 | -0.5 | 1.6 | 1.8
Cc1cccc(N=Cc2[nH]c3ccc(Br)c(Cl)c3c2O)c1
    11.3 | -0.2 | -16.2 | -5.4 | -0.3 | -9.7 | 112.5* | -3.0 | -3.5
CCCCNS(=O)(=O)c1ccc(S(=O)(=O)N2CCC3(CC2)OCCO3)cc1
    4.2 | 0.0 | 2.5 | -8.1 | -1.9 | -4.6 | -2.7 | 0.1 | 4.3
CC1(C)NC(=O)N(CC(=O)OCc2cc(=O)n3cc(Br)ccc3n2)C1=O
    7.5 | -0.1 | -0.1 | 8.4 | 0.0 | -15.9 | -0.1 | -0.6 | 7.8
Nc1nc(SCc2ccccc2Cl)nc2nc3c(cc12)CCCC3
    2.1 | -0.2 | 5.9 | 5.7 | -4.7 | 1.1 | 9.5 | 2.2 | -4.5
CC(c1ccccc1)C(CC(=O)O)C(=O)NC1CCCCC1 (configuration not stated)
    0.4 | -0.2 | -2.0 | -2.7 | -3.0 | 1.8 | 0.6 | 1.2 | -0.4
Cc1ccc(NC(=S)NC(=O)CC2CC(C)(C)OC2=O)cc1 (configuration not stated)
    -8.1 | -0.3 | 6.0 | 5.0 | -4.6 | 10.7 | -5.6 | 0.5 | 2.2
CCOc1ccc(NC(=O)CN(C)C(=O)c2nc3nc(C)cc(C)n3n2)cc1OCC
    -10.2 | 0.1 | x | -11.8 | -0.8 | -22.3 | x | 1.5 | x
Cc1ccc(CN2C(=O)CCC2C(=O)NC(C)C)cc1 (configuration not stated)
    -1.5 | 0.0 | 3.1 | -0.2 | -3.9 | -1.8 | -4.8 | 1.3 | 1.8
Cc1oc(C2CC2)cc1C(=O)O
    6.1 | -0.1 | 2.3 | -4.3 | -5.3 | 0.4 | -3.2 | 0.0 | -1.1
CN1C(=O)N(CC(=O)NCc2ccc(Cl)cc2Cl)C(=O)C12CCCCC2
    6.0 | 0.1 | x | -9.1 | -1.6 | 12.9 | x | -0.3 | x
COc1ccc(OC)c(NC(=O)CCCSc2ccccc2)c1
    3.7 | 0.0 | 6.8 | -3.8 | -1.9 | -12.8 | 1.9 | 1.9 | -13.6
Cn1cccc1CC(=O)NNC(=S)Nc1ccccc1Cl
    -8.6 | 0.2 | 14.3 | -8.9 | 3.6 | -7.3 | -0.5 | -0.7 | 0.7
CCOC(=O)C1CCN(C(=O)CSc2nccc(C)n2)CC1
    -2.4 | 0.4 | 7.8 | 3.6 | -5.9 | 26.0 | 3.9 | 3.9 | 1.3
CC(C)c1ccc(S(=O)(=O)N2CCN(C(=O)CCNC(=O)Nc3ccccc3)CC2)cc1
    8.4 | 0.2 | x | 6.5 | -4.2 | x | x | 1.6 | x
O=C(Nc1cccc([N+](=O)[O-])c1)Nc1cccc([N+](=O)[O-])c1
    7.9 | -0.1 | -4.0 | 6.5 | 5.2 | -0.9 | -1.7 | 4.9 | -4.8
Cc1ccc(C)c(SCC(=O)Nc2oc(C)c3c(C)n[nH]c(=O)c23)c1
    -8.4 | 0.0 | 3.3 | -4.3 | -0.2 | 4.8 | -2.4 | -1.6 | -4.0
CC(C)CCN(N=O)[C@@H](Cc1ccccc1)CN(N=O)[C@@H](Cc1ccccc1)CN(C)N=O
    -5.5 | 0.2 | 6.1 | 10.7 | 7.3 | -4.6 | 1.3 | 4.8 | 2.0
CC(=O)c1cccc(NC(=O)c2cc3ccccn3n2)c1
    10.6 | -0.1 | 7.1 | 7.8 | -1.3 | 10.1 | -2.6 | 0.3 | 2.1
COCCNC(=O)C1CC2Cn3c(nc4cc(C)c(C)cc43)C2N1C (configuration not stated)
    4.9 | 0.0 | 1.0 | -4.0 | 0.2 | x | -0.1 | 1.6 | -2.8
CC(/C=C/c1ccc2c(c1)OCO2)=N\NC(=O)c1cccc([N+](=O)[O-])c1
    6.3 | -0.2 | 2.8 | -1.1 | -1.8 | 5.8 | 0.2 | 0.2 | 4.6
Cc1sc2ncn(CC(=O)NCC3COc4ccccc4O3)c(=O)c2c1S(=O)(=O)N1CCOCC1 (configuration not stated)
    4.7 | -0.1 | 0.5 | 1.4 | -2.0 | 2.8 | -4.9 | -1.5 | -1.4
N#C/C(=C\N1CCCCC1)S(=O)(=O)c1ccc(Cl)cc1
    -0.1 | 0.3 | -3.3 | -2.6 | -1.6 | 5.2 | -1.3 | 0.2 | 1.3
c1ccc2[nH]c(CSc3nccs3)nc2c1
    4.2 | 0.0 | -15.6 | 10.3 | -1.2 | -23.8 | -1.8 | -1.0 | -3.9
COCCNC(=O)C(=O)NNC(=O)COc1ccc(OC)cc1
    7.2 | 0.0 | 1.0 | -2.6 | -1.7 | -2.7 | 0.7 | 2.7 | -1.6
CC(=O)c1cccc(NC(=O)N2CC(C)OC(C)C2)c1 (configuration not stated)
    6.2 | 0.0 | 6.5 | -5.6 | -3.1 | -18.1 | 0.5 | -0.2 | 3.0
C/C(Cc1ccccc1)=N\NC(=O)c1cccnc1
    2.5 | 0.5 | -10.6 | -5.4 | -3.5 | -4.4 | 1.5 | 1.1 | -2.3
COc1ccc(C(=O)NCC(=O)OCc2csc(-c3ccccc3)n2)cc1
    7.7 | 0.6 | -3.1 | 5.9 | 2.1 | -10.8 | 0.8 | 0.1 | -11.9
Cc1ccc(NC(=O)NNC(=O)COc2ccc(Cl)cc2)cc1
    8.8 | -0.1 | 11.3 | -2.3 | 6.7 | -16.4 | -3.1 | 0.9 | -3.3
Cc1cc(C)c(S(=O)(=O)ON2C(=O)c3ccccc3C2=O)cc1C
    -2.9 | 0.3 | 3.8 | 2.4 | 1.2 | -7.2 | 4.1 | 1.0 | 11.2
CCCCSc1nc2sc3c(c2c(=O)n1-c1ccccc1)CCN(C)C3
    -0.7 | -0.1 | 18.0 | -7.1 | 8.5 | 1.6 | 4.8 | 0.4 | -6.0
